Screens: PubChem BioAssay, Johns Hopkins Ion Channel Center
Kir21 block – inhibitors of mouse Kir2.1 inward-rectifier potassium channel. HEK293-Kir2.1, FluxOR thallium flux fluorescence; active compounds read low. B-score at 10 µM. actives 0.85% (n = 310,000). AID 1672, 2009;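 active means fluorescence ratio B-score at or below minus 3 SD of library scores, with starting-brightness B-score within 2 SD, cut at about -4.2 in these data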;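 further: channel flux triggered by added potassium and thallium sulfate stimulus; B-score of peak minus minimum fluorescence over baseline after thallium stimulus; more negative B-score means stronger Kir2.1 block with less thallium influx; some compounds called inactive have numbers as strong as hits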
Target sequence (P35561 whole entry, looked up): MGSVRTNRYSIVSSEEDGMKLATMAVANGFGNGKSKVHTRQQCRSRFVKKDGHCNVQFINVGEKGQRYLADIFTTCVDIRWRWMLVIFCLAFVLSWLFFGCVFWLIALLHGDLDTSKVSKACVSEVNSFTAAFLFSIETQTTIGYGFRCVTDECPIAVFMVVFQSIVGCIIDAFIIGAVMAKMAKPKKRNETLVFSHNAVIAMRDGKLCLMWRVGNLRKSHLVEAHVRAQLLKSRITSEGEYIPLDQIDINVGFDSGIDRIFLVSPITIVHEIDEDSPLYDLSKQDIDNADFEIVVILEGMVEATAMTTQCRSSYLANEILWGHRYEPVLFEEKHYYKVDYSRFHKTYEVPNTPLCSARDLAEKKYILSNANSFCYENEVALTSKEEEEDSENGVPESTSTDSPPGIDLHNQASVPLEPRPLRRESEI
KCNQ2 block – KCNQ2 potassium channel inhibitors, primary screen, cell-based, CHO-K1, FluxOR thallium flux, B-score (AID 2156) | Potassium voltage-gated channel subfamily KQT member 2 (Rattus norvegicus), O88943 | 20 min; active compounds read low | B-score at 10 µM | actives 1.1% (n = 310,000);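 active means fluorescence ratio B-score at most minus 3 library SDs, with starting brightness B-score within 2 library SDs, cut at about -5.5 in these data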
CHT inh – inhibitors of human choline transporter CHT. actives 0.86% (n = 310,000). High affinity choline transporter 1 (Homo sapiens), Q9GZV3. B-score at 10 µM. CHT-expressing cells, membrane potential dye, choline response; active compounds read low. AID 488975, 2010;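 active means B-score over 3 SD under the library average, and starting fluorescence ratio not unusually high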;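 further: choline stimulus applied at its EC90 after an EC20 pre-addition; B-score computed on integrated fluorescence ratio after choline addition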
Target sequence (Q9GZV3 whole entry, looked up): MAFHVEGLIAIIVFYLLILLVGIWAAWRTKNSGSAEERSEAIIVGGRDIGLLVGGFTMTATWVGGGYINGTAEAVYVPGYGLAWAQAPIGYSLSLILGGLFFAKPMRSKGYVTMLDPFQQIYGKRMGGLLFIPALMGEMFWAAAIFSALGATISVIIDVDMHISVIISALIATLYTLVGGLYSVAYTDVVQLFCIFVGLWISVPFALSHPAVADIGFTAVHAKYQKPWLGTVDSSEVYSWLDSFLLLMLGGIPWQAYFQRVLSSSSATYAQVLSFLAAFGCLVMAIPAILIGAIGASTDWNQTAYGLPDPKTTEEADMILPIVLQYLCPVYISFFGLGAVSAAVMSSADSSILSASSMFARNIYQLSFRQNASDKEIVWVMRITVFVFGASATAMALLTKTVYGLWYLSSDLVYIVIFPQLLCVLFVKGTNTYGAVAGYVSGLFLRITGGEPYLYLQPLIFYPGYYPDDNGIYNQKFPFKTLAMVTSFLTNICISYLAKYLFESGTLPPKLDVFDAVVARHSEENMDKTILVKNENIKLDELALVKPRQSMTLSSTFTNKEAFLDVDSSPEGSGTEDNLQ
Active calls of the source: *; i = inactive; x = not tested or not shown. Rows are unselected, and some 2.6% of all compounds hit somewhere here.

compound	Kir21 block	KCNQ2 block	CHT inh
CCCCCC(O)(c1ccccc1)C(CN1CCOCC1)c1ccccc1 (stereo not given)	-1.4	i	i
COc1ccc(C2C(C(C)=O)=C(O)C(=O)N2c2cccnc2)cc1OC (stereo not given)	0	i	i
CCc1nonc1NC(=O)c1oc2cc(Br)ccc2c1C	0.54	i	i
CCCC(=O)Nc1ccc2nc(C)n(Cc3ccccc3Cl)c(=O)c2c1	-2.5	i	i
COCCN(CC1CCCN(C2Cc3ccccc3C2)C1)C(=O)CCSC (stereo not given)	3.3	i	i
Cc1ccc(CNC(=O)CSCc2cccc(F)c2)cc1	2.2	i	i
COc1ccc(C2CC(=O)C(C=NCCCN3CCOCC3)=C(O)C2)cc1 (stereo not given)	0.68	i	i
O=C(CN1CCOCCOCCOCC1)Nc1ccccc1	-0.01	i	i
CC1CN(S(=O)(=O)c2cccc(-c3cn4ccccc4n3)c2)CC(C)O1 (stereo not given)	-2.7	i	i
CC(Oc1ccc(Cl)cc1)C(=O)Nc1sccc1C(N)=O (stereo not given)	-1.8	i	i
CCCn1nnc(NC(=O)c2ccc(F)cc2)n1	1.7	i	i
CC1(C(=O)O)CCC(C(=O)Nc2ccccc2O)C1(C)C (stereo not given)	-0.47	i	i
COc1cccc(-c2cc(=O)c3cc(NC(C)=O)ccc3[nH]2)c1	1.8	i	i
CC/C(=C1/C(=O)CC(C)(C)C(C(=O)OC)C1=O)N1CCCC1 (stereo not given)	2.3	i	i
Cc1ccc(C(=O)Nc2ccc3c(c2)OCO3)cc1S(=O)(=O)N1CCCCC1	-0.47	i	i
COc1ccc(NC(=S)NNS(=O)(=O)c2ccc3ccccc3c2)c(OC)c1	0.84	i	i
Cc1ccc(C(=O)Nc2ccc(Nc3ccccc3)cc2)cc1Br	0.44	i	i
Cc1cc([N+](=O)[O-])nn1CC(=O)NNC(=S)Nc1ccc(F)cc1	0.27	i	i
CC(=O)Nc1ccc(S(=O)(=O)/N=C2/NC(=O)/C(=C\c3ccco3)S2)cc1	0.11	i	i
Cc1ccc(O)c(C2=NNC(O)(C(F)(F)F)C2)c1 (stereo not given)	-0.72	i	i
CN1CCN(Cc2cccc3ncccc23)CC1CCO (stereo not given)	0	i	i
C=CCN1CN=C(NS(=O)(=O)c2ccc(NC(C)=O)cc2)NC1	-0.05	i	i
CCOC(=O)NC1(NC2CCCCC2)Oc2ccccc2O1	0.42	i	i
Cc1nc(SCC(=O)c2ccc(Cl)s2)c2oc3ccccc3c2n1	-2.5	i	i
Cc1ccc(S(=O)(=O)N2CCC3(CC2)CC(=O)c2ccccc2O3)cc1	0.28	i	i

Taken from the results shown, 7 compounds:
compound	Kir21 block	KCNQ2 block	CHT inh
CC(=O)Nc1ccc(S(=O)(=O)/N=C2/NC(=O)/C(=C\c3ccco3)S2)cc1	0.11	i	i
Cc1ccc(O)c(C2=NNC(O)(C(F)(F)F)C2)c1 (stereo not given)	-0.72	i	i
CN1CCN(Cc2cccc3ncccc23)CC1CCO (stereo not given)	0	i	i
C=CCN1CN=C(NS(=O)(=O)c2ccc(NC(C)=O)cc2)NC1	-0.05	i	i
CCOC(=O)NC1(NC2CCCCC2)Oc2ccccc2O1	0.42	i	i
Cc1nc(SCC(=O)c2ccc(Cl)s2)c2oc3ccccc3c2n1	-2.5	i	i
Cc1ccc(S(=O)(=O)N2CCC3(CC2)CC(=O)c2ccccc2O3)cc1	0.28	i	i

The results go on.
compound	Kir21 block	KCNQ2 block	CHT inh
CC1CCN(C2=NC(=O)/C(=C/c3ccc(O)cc3)S2)CC1	0.7	i	i
CCC1=NN(C(=O)c2cccc(Br)c2)C(O)(c2ccc(Br)cc2)C1 (stereo not given)	0	i	i
O=C(CNC(=O)c1ccccn1)N/N=C/c1ccc2c(c1)OCO2	1.7	i	i
COc1cccc(NC(=O)CN2CCCCCC2)c1	0.31	i	i
Cc1ccc(NC(=O)/C(=C\c2ccccc2)NC(=O)c2ccco2)cc1	0.99	i	i
O=C(C1=NN[C@@H]2C(=O)N(c3cccc(C(F)(F)F)c3)C(=O)[C@H]12)c1ccc2ccccc2n1	1.3	i	i
COC(=O)CCC(=O)Nc1ccc(Cl)c(Cl)c1	-0.63	i	i
CCn1ncc(/C=C/C(=O)Nc2c(C)nn(Cc3ccc(Cl)cc3Cl)c2C)c1C	0.3	i	i
COc1ccc(N=C(C)C2=C(O)COC2=O)cc1	0.02	i	i
CCOC(=O)N1CCN(C(=O)/C(=C/c2ccc(Cl)cc2)NC(=O)c2ccccc2)CC1	-2.7	i	i
COc1ccc(C2SCCN2C(=S)Nc2cccc(C(F)(F)F)c2)cc1 (stereo not given)	-0.24	i	i
O=C(NCCc1ccccc1)C(NS(=O)(=O)c1cccc2nsnc12)c1ccccc1 (stereo not given)	2.6	i	i
Cc1nc2c(C(=O)NCc3cccs3)cnn2c(C)c1Cc1ccccc1	1.2	i	i
COC(=O)COc1ccc(S(=O)(=O)NCCC2=CCCCC2)cc1C	-1.4	i	i
CCc1ccc(N(C(=O)c2csnn2)C(C(=O)NC(C)(C)CC)c2ccccn2)cc1 (stereo not given)	1.4	i	i
COc1ccccc1C(=O)N/C(=C/c1ccc(Br)cc1)C(=O)NCCO	-0.31	i	i
CCCn1c(CCc2ccccc2)n[nH]c1=S	-0.02	i	i
CC(=O)NCCc1nc2ccccc2n1Cc1cc(C)ccc1C	0.92	i	i
COc1ccc(CNC(=O)C2CCCN2C(=O)NC2CCCCC2)cc1 (stereo not given)	0.01	i	i
Cc1ccc(C(=O)Nc2ccncc2)c(C)c1	0.04	i	i
COc1ccc(/C=N/NC(=O)Nc2cccc3nsnc23)cc1OC	-1.3	i	i
Cc1ccccc1Cn1cc(CCC(=O)N2CCOCC2)c2ccccc21	-3.5	i	i
Cc1ccccc1NC(=O)Cc1cccs1	1.9	i	i
COC(C/C=C/[C@H](O)COCc1ccccc1)OC	1.6	i	x
COc1ccccc1CC(=O)N1CCCC(CCC(=O)NCc2ccccc2F)C1 (stereo not given)	0.89	i	i
Cn1c(C(=O)O)c(CC(=O)Nc2ccc3c(c2)OCCO3)c2ccccc21	1.5	i	i
COc1ccc(NC(=O)CN(C)C(=O)CCc2nc3cc(S(=O)(=O)N4CCOCC4)ccc3n2C)cc1	1.7	i	i
CC(=O)c1cccc(-n2nnnc2SCC(=O)NNC(=O)C2CCCCC2)c1	0.94	i	i
Cc1ccc(Cl)cc1NC(=O)CC(O)(C(F)(F)F)C(F)(F)F	1.1	i	i
CCc1cc(=O)oc2cc(C)cc(OC(=O)c3ccco3)c12	-1.4	i	i
O=[N+]([O-])c1ccc2[nH]c(O)c(N=NC3CS(=O)(=O)CC3O)c2c1 (stereo not given)	1.1	i	i
C[n+]1ccccc1COc1ccc(C(C)(C)C)cc1	-0.08	i	-7.3*
CCOC(=O)c1oc2ccc(S(=O)(=O)N3CCC(C)CC3)cc2c1C	-0.64	i	i
CC1CCN(CC(=O)Nc2ccccc2-c2ccccc2)CC1	-0.2	i	i
CC1(C)C2CC=C(/C=N/NC(=O)c3ccc(Cl)cc3)C1C2 (stereo not given)	-2.6	i	i
CCN(CC)C(=O)c1sc2c(c1C)c(=O)n(-c1ccc(OC)cc1OC)c(=O)n2CC(=O)c1ccccc1	-0.79	i	i
CCC(=O)Nc1nc(-c2cc([N+](=O)[O-])cs2)cs1	2	i	i
C=CCOC(=O)/C=C/C(=O)NC(N)=O	-0.07	i	i
CCN(CC)S(=O)(=O)c1ccc(NC2=NS(=O)(=O)c3ccccc32)cc1	-0.36	i	i
Oc1ccccc1N1CCN(C(c2ccccc2)c2ccccc2)CC1	1.6	i	i
O=C(CCNS(=O)(=O)c1ccccc1F)N1CCN(Cc2ccccc2)CC1	2.4	i	i
COc1ccccc1CNC(=O)C(=O)NCC(c1ccco1)N1CCOCC1 (stereo not given)	-0.33	i	i
Cc1ccc(-c2c(C(=O)O)c(C(=O)O)c3n2CSC3)cc1	0.23	i	i
O=C(Nc1cccc([N+](=O)[O-])c1)C12CC3CC(C1)CC(n1cnc([N+](=O)[O-])n1)(C3)C2	0.66	i	i
COc1ccc(-n2nc(C(=O)NCC(=O)Nc3cc(C)ccc3OC)c3ccccc3c2=O)c(OC)c1	-1.5	i	i
COc1ccc(OC)c(S(=O)(=O)N2CCC3(CC2)OCCN3S(=O)(=O)c2cccs2)c1	-0.35	i	i
O=C(CCNC(=O)C1CCN(S(=O)(=O)c2ccc(F)cc2)CC1)NCc1ccncc1	-0.78	i	i
CCCCn1c(N)c(NCC(C)C)c(=O)[nH]c1=O	-0.79	i	i
Nc1cccc2c1C(=O)N(CC(=O)NC13CC4CC(CC(C4)C1)C3)C2=O	-0.2	i	i
O=C(O)CSc1c(-c2ccccc2)c2cc(Cl)ccc2[nH]c1=O	-1.3	i	i

Further entries
compound	Kir21 block	KCNQ2 block	CHT inh
COc1ccccc1CN1CC(C(=O)NCc2ccc(C)c(F)c2)CCC1=O (stereo not given)	1.3	i	i
CC(=O)c1cccc(NC(=S)NC(=O)c2ccc(Br)cc2)c1	0.63	i	i
OC(c1ccc(OCc2ccccc2)cc1)c1nnc(-c2ccccc2)o1 (stereo not given)	-1.5	i	i
N#Cc1c(N2CCN(C(=O)c3ccccc3Cl)CC2)nc(-c2ccccc2)c2c1CCCC2	2.1	i	i
Cn1cccc1/C=N/NC(=O)c1cccnc1	-0.46	i	i
COC(=O)c1ccc2c(=O)n(NC(C)=O)c(=S)[nH]c2c1	0.02	i	i
Cc1ccc(-n2ncc3c2CCCC3NC(=O)CSc2ccccn2)cc1C (stereo not given)	-1.2	i	i
CCn1c(-c2ccccc2)csc1=Nc1ccc(O)cc1	0.16	i	i
Cc1cc(C)nc(SCc2nc(N)nc(-c3ccccc3O)n2)n1	-1.2	i	i
O=[N+]([O-])c1c(NCCO)cc(N2CCN(Cc3ccc4c(c3)OCO4)CC2)c2nonc12	-1.2	i	i
c1ccc(-c2cn(-c3ccccc3)c3ncnc(N4CCCCC4)c23)cc1	1.2	i	i
C=CCn1cnc2scc(-c3ccc(C)c(C)c3)c2c1=O	-1	i	i
O=C(CN1C(=O)c2cccc3cccc(c23)C1=O)N1CCCCC1	0.99	i	i
Cc1c(C(=O)c2ccccc2)c(=O)n(C)c(=O)n1C	-2	i	i
COc1ccc2c(C#N)c3ccccn3c2c1	-2.3	i	i
COc1cccc(OC)c1OCCN1CCCC1	0.75	i	i
Cc1cc(S(=O)(=O)NCc2ccc(S(N)(=O)=O)cc2)c(C)s1	1.9	i	i
CCN(CC)CCNc1nc(-n2nc(C)cc2C)nc2sc3c(c12)CC(C)(C)OC3	-3.5	i	i
CC(=O)N1CCN(CC(=O)Nc2ccccc2C(=O)NCc2ccc(C)cc2)CC1	0.25	i	i
COc1ccc(NC(=O)CSc2nnc(C(C)C)n2N)cc1	1.2	i	i
O=C(NCC1CCCO1)c1cc2c(s1)CCC2 (stereo not given)	2.1	i	i
O=C(CSc1ncc(-c2ccccc2)[nH]1)Nc1ccccc1	1.9	i	i
COc1ccc(S(=O)(=O)Nc2ccc3c(c2)N(C(C)=O)CCC3)cc1OC	-4.2	i	i
O=C(NCc1ccccc1)c1cccnc1Sc1ccccc1	0.51	i	i
CC(=O)Nc1ccc(C(=O)OCC(=O)NCc2ccccc2)cc1	0.01	i	i
CCOC(=O)c1ccc2nc(CCC(=O)N[C@H](C(=O)OC)C(C)C)c(=O)n(CC)c2c1	1.2	i	i
CCCN1C2CCCC1CC(NC(=O)c1ccccc1F)C2 (stereo not given)	-0.12	i	i
Cc1ccc(C(=O)NCC(=O)OCC(=O)N(CC(C)C)c2c(N)n(Cc3ccccc3)c(=O)[nH]c2=O)cc1	-0.6	i	i
CCOc1ccc(NC(=O)N[C@@H](CCSC)C(=O)OC)cc1	0.78	i	i
Cc1ccccc1CNC(=O)Cc1ccccc1[N+](=O)[O-]	-2.4	i	i
CCOc1ccc(CN2CCC(Cc3ccccc3)CC2)cc1	-5.8*	i	i
O=C1CNC(=O)/C1=C\c1ccc(O)cc1	0.95	i	i
O=C(COc1ccccc1)NC(=S)Nc1cccc(NC(=O)c2ccccc2Cl)c1	1	i	i
O=C(c1ccccc1)N(Cc1ccc(F)cc1)C1CCS(=O)(=O)C1 (stereo not given)	2.3	i	i
CCCc1cc(=O)n2[nH]c(-c3ccc(C)cc3)cc2n1	0.91	i	i
CCOCCn1c(CN2CCN(c3ccc(F)cc3)CC2)nc2c1c(=O)n(C)c(=O)n2C	0.48	i	-17*
COc1ccc(CNC(=O)CCSCc2ccccc2Cl)c(OC)c1	0.43	i	i
Cc1cc(C)c(NC(=O)CSc2ccc(-c3cccnc3)nn2)c(C)c1	-0.14	i	i
CCN(CC)CC(=O)N1CCCC(N2CCN(c3cccc(C(F)(F)F)c3)CC2)C1 (stereo not given)	-0.88	i	i
